# Rv3671c protease – Rv3671c serine protease inhibitors, primary screen, biochemical, fluorescence polarization, M. tuberculosis H37Rv; P9WHR9; inhibition, % at 5.96 µM; 320,000 compounds, 0.048% hits; in the data active = inhibition above about 38%;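 note: extracellular domain of Rv3671c used as enzyme; 0% = enzyme with DMSO and 100% = no enzyme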
# Target sequence (P9WHR9 whole entry, looked up, the tested form may be a part): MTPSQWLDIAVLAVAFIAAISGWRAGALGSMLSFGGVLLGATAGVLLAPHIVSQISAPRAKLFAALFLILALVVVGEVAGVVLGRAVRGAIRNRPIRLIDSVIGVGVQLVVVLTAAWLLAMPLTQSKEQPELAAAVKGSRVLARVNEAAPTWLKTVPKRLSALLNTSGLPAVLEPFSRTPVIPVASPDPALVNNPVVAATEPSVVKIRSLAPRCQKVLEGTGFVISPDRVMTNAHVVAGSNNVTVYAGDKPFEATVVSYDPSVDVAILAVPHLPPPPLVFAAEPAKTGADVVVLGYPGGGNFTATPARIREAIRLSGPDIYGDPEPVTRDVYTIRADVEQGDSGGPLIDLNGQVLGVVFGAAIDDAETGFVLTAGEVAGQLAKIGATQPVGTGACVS
# 3CLpro inhibitor – SARS-CoV 3CLpro protease inhibitors, primary screen, biochemical, quenched FRET; Replicase polyprotein 1ab (Severe acute respiratory syndrome coronavirus), P0C6X7; recombinant SARS-CoV 3CLpro, quenched FRET peptide cleavage; inhibition, % at 6 µM; 290,000 compounds, 0.14% hits; AID 1706, 2009; in the data active = inhibition above about 12%
# Vc quorum ag – inducers of Vibrio cholerae quorum light production without autoinducers, primary screen, BH1578 luxS cqsA deficient, single point. V. cholerae BH1578 lux reporter, luminescence, 6 h. activation, % at 18.7 µM. 350,000 compounds, 0.16% hits; in the data active = activation mostly above about 9.7%, no sharp cut-off; note: not every result past the cut was called active; inactives centre near 0; reference of the scale not given here
# Mtb FBA inh – Mtb FBA enzyme inhibitors, primary screen, biochemical, fluorescence, strain H37Rv; Fructose-bisphosphate aldolase (Mycobacterium tuberculosis (strain ATCC 25618 / H37Rv)), …; purified M. tuberculosis FBA, fluorescence read-out; inhibition, % at 1 µM; 360,000 compounds, 2.3% hits; AID 588726, 2011; in the data active = inhibition above about 27%;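 note: 0% = vehicle and 100% = reference inhibitor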
# DUSP3 inh – VHR1 phosphatase inhibitors, primary screen, biochemical, absorbance, uHTS. AID 1654, 2009. inhibition, % at 13.3 µM. 290,000 compounds, 0.52% hits. Dual specificity protein phosphatase 3 (Homo sapiens), P51452. recombinant VHR phosphatase, pNPP absorbance; in the data active = inhibition above about 50%; note: some compounds called inactive have numbers as strong as hits
# SSB-PriA inh – inhibitors of Klebsiella pneumoniae PriA binding to SSB C-terminal tail, primary screen, biochemical, AlphaScreen; PriA–SSB C-terminal tail interaction (Klebsiella pneumoniae); AlphaScreen SSBct-PriA binding, biotinylated peptide; inhibition, % at 33 µM; 430,000 compounds, 0.6% hits; AID 1272365, 2023; in the data active = inhibition mostly above about 37%, no sharp cut-off; inactive = mostly below about 20%;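 note: plate controls were negative control peptide for no effect and reference peptide for full effect; strong numbers were not always called active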
# BioA inh – M. tuberculosis BioA enzyme inhibitors, primary screen, biochemical, plate reader, single point, HTS. purified M. tuberculosis BioA enzyme. inhibition, % at 9.99 µM. 360,000 compounds, 0.096% hits. AID 602481, 2012; in the data active = inhibition above about 40%
# GDH-TPI counter – GDH-TPI coupling enzyme inhibitors, primary screen, artefact control for M. tuberculosis FBA inhibitor project, biochemical, absorbance, full deck; GDH-TPI coupled enzyme counterscreen, NADH absorbance; inhibition, % at 4.8 µM; 360,000 compounds, 1.2% hits; AID 588335, 2011; in the data active = inhibition above about 30%;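 note: 0% = DMSO wells and 100% = wells lacking the enzyme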
# Mtb UGM inh – M. tuberculosis UGM enzyme inhibitors, primary screen, biochemical, fluorescence polarization, single point. UDP-galactopyranose mutase (Mycobacterium tuberculosis (strain ATCC 25618 / H37Rv)), …. purified UGM, fluorescence polarization probe displacement. inhibition, % at 10 µM. 320,000 compounds, 0.06% hits; in the data active = inhibition above about 10%, passing the limit was not always enough
# Target sequence (P9WIQ1 whole entry, looked up): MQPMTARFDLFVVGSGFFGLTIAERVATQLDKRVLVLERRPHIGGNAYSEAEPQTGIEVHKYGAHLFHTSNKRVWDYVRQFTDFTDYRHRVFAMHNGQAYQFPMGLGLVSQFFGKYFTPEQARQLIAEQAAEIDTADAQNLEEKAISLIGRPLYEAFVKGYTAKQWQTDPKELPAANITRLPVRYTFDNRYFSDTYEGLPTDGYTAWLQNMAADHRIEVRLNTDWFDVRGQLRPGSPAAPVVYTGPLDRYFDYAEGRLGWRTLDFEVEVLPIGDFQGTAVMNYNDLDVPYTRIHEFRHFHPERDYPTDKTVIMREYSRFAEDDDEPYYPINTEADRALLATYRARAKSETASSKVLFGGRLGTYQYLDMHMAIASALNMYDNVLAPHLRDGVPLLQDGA
# MazEF act – activators of E. coli MazEF toxin-antitoxin RNase, primary screen, biochemical, fluorescence, uHTS | Endoribonuclease toxin MazF (Escherichia coli (strain K12)), P0AE70 | FAM/BHQ RNA-DNA oligo cleavage fluorescence, 5 h | activation, % at 20 µM | 350,000 compounds, 0.32% hits; in the data active = activation above about 50%
# Target sequence (P0AE70 whole entry, looked up): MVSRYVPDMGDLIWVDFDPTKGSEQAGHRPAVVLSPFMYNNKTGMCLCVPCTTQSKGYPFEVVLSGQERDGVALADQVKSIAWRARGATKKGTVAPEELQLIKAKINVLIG
# An asterisk follows results filed as active; i = inactive; . = no result given; & = joins results of further samples. Some of the compounds tested; count on the stated rates, not on these rows.
Structure	Rv3671c protease	3CLpro inhibitor	Vc quorum ag	Mtb FBA inh	DUSP3 inh	SSB-PriA inh	BioA inh	GDH-TPI counter	Mtb UGM inh	MazEF act
Cc1ccccc1OCc1nc2ccccc2c(=O)n1/N=C/c1cccc([N+](=O)[O-])c1	1	-5	0.9	-3	5	.	0.3	-1	-1.4	4
COc1ccc(-c2ccc(C(=O)NCc3ccc(N4CCN(C)CC4)cc3)c3occc23)c(C)c1	.	.	-0.5	4	.	.	0.2	1	.	.
Cc1ccc(/C=C2\CCC(C3CCCC3)C2=O)cc1 (centres undefined)	0	3	-0.3	3	-5	-18	0.7	-1	1.0	0
NC(=O)C1(c2ccccc2)CCCN1C(=O)c1ccc(Br)cc1 (centres undefined)	5	7	-2.1	-2	12	-3	0.2	-3	-0.8	-5
COc1ccc(S(=O)(=O)n2oc(=O)cc2-c2ccccc2)cc1OC	4	-2	i	-1	-17	1	-2.2	-2	-0.6	4
N#CC1(c2ccccc2)CCCN1C(=O)c1ccccc1Br (centres undefined)	0	5	i	8	42	-9	-2.5	-1	-2.8	4
CCCCCn1nc(C)c(/C=N/NC(=O)c2ccoc2C)c1C	1	1	i	-1	18	.	0.8	0	-0.6	4
COc1ccccc1NC(=O)CS(=O)(=O)c1cn(CC(=O)N(C(C)C)C(C)C)c2ccccc12	-3	-5	i	1	-11	-4	-1.3	7	-0.6	2
CCOC(=O)c1ccccc1NC(=O)C1CC(=O)N(C2CCCCC2)C1 (centres undefined)	3	9	i	5	-11	-7	0.7	3	-1.4	-2
S=c1[nH]nc(Cc2cccc3ccccc23)n1-c1ccccc1	-8	1	-0.1	0	15	-10	1.4	7	-0.5	5
Cc1nc2cc(NCc3cccs3)ccc2n1C	-11	-1	2.9	4	-1	-1	-0.4	-4	0.8	2
Cc1nn(-c2ccccc2)c(NC(=O)c2cccs2)c(-c2ccc(Cl)cc2)c1=O	4	3	0.0	0	8	-9	.	-3	-0.6	2
COc1cccc(-c2nc(CS(=O)(=O)CC(=O)NCCc3ccc(C)cc3)c(C)o2)c1	-16	-2	-0.3	2	7	-8	-1.7	9	-4.0	1
Cn1c(=O)n(C)c2cc(S(=O)(=O)NCCc3ccccc3)ccc21	4	3	.	3	29	-7	3.5	-3	0.0	-1
CCOc1cc(CNc2ccccc2)cc(Br)c1OCc1ccc(F)cc1	-7	-2	i	0	-14	-28	0.2	8	-2.1	-8
CC(C)CC(OC(=O)c1ccc(Cl)nc1)C(=O)NC1CCCC1 (centres undefined)	-3	-1	i	2	4	-11	-6.9	2	-3.2	-11
O=C(CSc1ccc([N+](=O)[O-])cc1)Nc1cccc(S(=O)(=O)N2CCOCC2)c1	-2	.	-3.4	-2	.	21	-0.6	6	-0.5	2
Cc1cc(C(=O)OCn2nnc3ccccc3c2=O)c(C)o1	-6	-1	-0.2	1	15	-20	.	4	-1.2	7
C=CCn1c(O)c(N=NC(=O)CNC(=O)/C=C/c2ccco2)c2ccccc21	-5	2	-2.0	-6	-17	-8	1.2	35*	0.9	2
COC(=O)C1=C(c2cccc(C#N)c2)C[C@@H]2CC[C@H]1N2C(=O)NCc1ccco1	-4	.	i	0	.	-5	-1.0	-9	2.2	5
CCc1ccccc1NC(=O)Nc1ccc2c(c1)OCO2	-6	-1	-2.7	3	5	-7	.	2	2.2	4
COc1ccc(OC)c(NC(=O)CS(=O)(=O)c2cn(CC(=O)N3CCOCC3)c3ccccc23)c1	-2	-5	i	2	22	-6	-0.7	3	0.3	2
Cn1c(=O)[nH]c(=O)c2c1nc(Br)n2CCCCSc1nc2ccccc2o1	-5	-5	-0.2	0	19	-7	.	-7	2.7	3
O=C(Nc1ccccc1C(=O)NCc1ccc(Cl)cc1)c1ccco1	-15	5	i	4	-11	-11	-0.9	9	-0.8	10
COc1ccc(OC)c(NC(=O)C(=O)NNC(=O)COc2ccc(Br)cc2C)c1	1	1	i	1	30	-6	.	4	-3.1	0
COc1ccc(OC)c(C2CC(c3ccc(NS(C)(=O)=O)cc3)=NN2C(=O)c2ccccc2)c1 (centres undefined)	-13	3	i	6	45	12	.	17	0.8	3
O/N=C(\COc1ccccc1O)c1ccccc1	-11	0	-0.9	-1	10	.	.	6	-0.4	-6
CNC(=O)c1ncnnc1N(C)C(=O)NCc1ccccc1	-3	6	-1.2	6	-5	-16	-2.5	-1	2.5	1
COc1ccc(C(=O)N2CCNC(=O)C2CC(=O)Nc2cccc(Cl)c2Cl)cc1 (centres undefined)	-4	-3	-0.1	0	8	-3	-2.6	1	-2.0	3
O=C(COC(=O)C1CC1)Nc1ncc(Cl)cc1Cl	2	.	-7.1	-1	.	1	.	1	1.8	-10
COc1ccc(NC(=S)N2CCC3CC2c2c(Cl)cccc23)c(OC)c1 (centres undefined)	.	.	1.1	0	.	.	0.3	0	.	8
CCOC(=O)C1=C(O)C(=O)C(C(=O)OCC)C1 (centres undefined)	.	.	.	0	.	-5	.	16	.	7
COc1ccc(-n2c(Cc3cc(=O)[nH]c(=O)[nH]3)nnc2SCC(=O)NC2CCCC2)cc1	-2	-4	-0.4	5	-8	-6	-2.4	9	0.5	0
O=C(NCc1cccc(Cl)c1)C1CCC(=O)N(CC2CCCCC2)C1 (centres undefined)	9	-1	-0.6	3	14	-12	2.6	8	5.9	-3
COc1ccc(CNC(=O)CN2c3ccccc3S(=O)(=O)c3ccccc32)cc1	-4	2	-0.3	3	18	-8	-1.9	21	-1.1	-2
CCc1cc2ccc(OC)cc2nc1SCC(=O)NNC(=O)c1ccco1	-3	3	-0.5	0	22	-1	.	2	-0.3	-1
O=C(NNc1cc(Cl)ccc1Cl)c1c(F)cccc1Cl	-1	-3	-0.6	3	24	-9	.	4	0.9	9
COc1ccc(N2CCN(CC(=O)N3N=CCC3c3ccccc3)CC2)cc1 (centres undefined)	7	2	i	5	11	-5	-1.4	9	-4.6	-1
CCCCCCCN1C(Nc2ccccc2)=NC[C@@H]1C	-7	.	-0.4	4	.	-6	0.8	6	-0.6	12
CC(=O)Nc1ccc(SCCC2CCCCN2C)cc1 (centres undefined)	6	-2	i	0	6	0	-0.3	7	1.5	3
O=C1NC2(CCCCC2)C(=O)N1c1cccc(Cl)c1	-6	5	i	0	-16	-16	.	4	3.9	2
C/C(Cc1ccccc1)=N\NC(=O)CNC(=O)Cc1ccc(Cl)cc1	-2	4	-0.7	1	9	.	2.3	-1	-0.6	0
COc1ccc(OCCCn2ccnc2)cc1	12	1	-0.4	0	21	-2	1.0	-1	-1.7	4
CCn1c(CNC(=O)c2ccc3c(c2)OCO3)nnc1SCC(=O)Nc1ccccc1F	-5	-6	-0.3	2	12	-9	8.6	-1	-2.2	6
CCCC(C)NC(=O)COC(=O)c1ccc(Cl)c(S(N)(=O)=O)c1 (centres undefined)	-2	2	-0.4	7	29	-8	.	6	3.9	-11
Cc1c(N2C(=O)/C(=C/c3ccc(N(C)C)cc3)N(C)C2=S)c(=O)n(-c2ccccc2)n1C	.	.	-0.8	-19	.	6	1.4	9	.	-13
Cc1cc(C)n2nc(SCC(=O)c3cc(C)n(CC4CCCO4)c3C)nc2n1 (centres undefined)	-3	6	-0.2	-4	20	-3	3.6	-2	0.3	3
O=C(Nc1cccc(Cl)c1)c1cc(N=Nc2ccc([N+](=O)[O-])cc2Cl)ccc1O	13	0	-0.9	1	36	0	-0.1	4	4.8	2
COc1ccc(-c2c([C@H]3[C@H]4C=CC[C@@H](C)[C@@H]4C(=O)N3Cc3ccccc3)ccc3ccccc23)cc1	-15	.	-0.1	0	-8	6	-1.4	-2	-4.0	-3
Nc1nc(SCC(=O)N2CCCC2)[nH]c(=O)c1NC(=O)c1cccs1	0	-3	-0.5	-1	1	4	.	9	-0.6	-13
COc1ccc(-n2cnnc2SCC(=O)Nc2cc(C)on2)cc1	-1	4	-0.5	1	9	-19	.	5	-1.3	-16
O=C(c1ccco1)N1CCN(Cc2c(Cl)cccc2Cl)CC1	3	-2	-0.3	-2	26	9	-0.9	-12	0.0	-1
O=S1(=O)CC(O)C(Nc2ccc(Cl)cc2)C1 (centres undefined)	-22	0	i	1	-22	6&-4	-6.0	-1	2.2	13
O=C(Nc1cccc2ncccc12)c1cccnc1	1	8	0.4	0	10	2	7.6	7	0.1	-5
CCOC(=O)CN1C(=O)N[C@@H](c2ccco2)C(C(C)=O)=C1C	2	.	2.9	1	.	-38	-0.7	9	-0.9	5
O=C(Nc1cccc(C(F)(F)F)c1)c1cc[n+]([O-])cc1	1	3	-0.2	-1	26	-5	.	-2	1.0	7

# 2 of the compounds above, as labelled records:
Molecule: Cn1c(=O)[nH]c(=O)c2c1nc(Br)n2CCCCSc1nc2ccccc2o1
  Rv3671c protease: -5
  3CLpro inhibitor: -5
  Vc quorum ag: -0.2
  Mtb FBA inh: 0
  DUSP3 inh: 19
  SSB-PriA inh: -7
  BioA inh: .
  GDH-TPI counter: -7
  Mtb UGM inh: 2.7
  MazEF act: 3

Molecule: O=C(Nc1ccccc1C(=O)NCc1ccc(Cl)cc1)c1ccco1
  Rv3671c protease: -15
  3CLpro inhibitor: 5
  Vc quorum ag: i
  Mtb FBA inh: 4
  DUSP3 inh: -11
  SSB-PriA inh: -11
  BioA inh: -0.9
  GDH-TPI counter: 9
  Mtb UGM inh: -0.8
  MazEF act: 10

# The list continues:
Structure	Rv3671c protease	3CLpro inhibitor	Vc quorum ag	Mtb FBA inh	DUSP3 inh	SSB-PriA inh	BioA inh	GDH-TPI counter	Mtb UGM inh	MazEF act
O=C(O)c1cccc([N+](=O)[O-])c1C(=O)Nc1ccc2ccccc2c1	-13	-4	i	6	13	5	-3.4	7	4.7	2
O=S(=O)(Nc1ccc(Cl)c(C(F)(F)F)c1)c1cnc[nH]1	-14	4	-0.3	3	-11	-12	-0.6	8	1.5	4
COc1ccc(CNC(=S)Nc2cccc(F)c2)cc1	-7	-1	-0.3	-5	2	-12	3.4	3	2.1	8
Cc1cccc(N=Nc2cn[nH]c2-c2ccco2)c1	-2	4	i	5	2	1	.	4	3.1	7
CN(CCOc1ccc(Cl)cc1)CC(=O)Nc1ccc(OC(F)(F)F)cc1	-7	4	0.5	2	.	-1	0.3	1	-1.3	-3
C=CCn1c(=N)n(CC(=O)c2cccc([N+](=O)[O-])c2)c2ccccc21	4	1	0.0	2	22	2	.	2	6.6	10
O=C1c2ccccc2-c2c1cccc2C(=O)N1CCN(C(=O)c2ccco2)CC1	9	1	-0.3	1	19	1	15	3	-1.9	-1
Cc1cc(Cl)c(OCCCn2cncn2)c(Br)c1	4	5	-0.3	-1	13	-5	-0.9	-6	0.3	-1
CCOC(=O)c1sc(Nc2nc3cc4c(cc3s2)OCO4)cc1C	27	1	-3.7	8	3	-21&-4	-1.5	8	-0.4	0
C=CCOC(=O)C1=C[C@H](c2cn(C(C)=O)c3ccccc23)C[C@H](OCc2ccc(CO)cc2)O1	-14	0	-0.5	-1	10	-1	0.2&-0.8	-5	-2.0	-3
O=C(CCc1nc2ccccc2[nH]1)NC1CCCCC1	-1	-2	-0.1	3	-8	-3	-1.7	0	1.2	8

# Copied from the list.
# Nc1nc(SCC(=O)N2CCCC2)[nH]c(=O)c1NC(=O)c1cccs1 in Vc quorum ag → -0.5
# COc1ccc(S(=O)(=O)n2oc(=O)cc2-c2ccccc2)cc1OC in DUSP3 inh → -17
# O=C(Nc1cccc(C(F)(F)F)c1)c1cc[n+]([O-])cc1 in SSB-PriA inh → -5
